Screening results deposited in PubChem by National Center for Advancing Translational Sciences (NCATS).
Coupling enz = counter-screen for Giardia aldolase inhibitors: coupling enzyme system; coupling enzyme system counterscreen, AmpLite Red fluorescence; activity change, negative = inhibition, % at 58.2 µM, hits read low; 290,000 compounds, 0.67% hits; AID 2472; in the data active = activity change below about -30%; also: % is scaled to controls: 0 for no effect and ±100 for the full control effect
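Coupling enzymes only (glyceraldehyde-3-phosphate) + compound, at 57.5 uM final, 10 min RT; add substrate/coupling/AmpLite Red mix, 20 min RT; fluorescence ex 525/em 598 nm. Actives flag coupling-system interference.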
Giardia kill = kills Giardia lamblia. Giardia lamblia trophozoite viability. 340,000 compounds, 0.15% hits. AID 540267. activity change, % at 7.66 µM, hits read low; in the data active = activity change below about -80%; inconclusive = between about -30% and that limit;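 also: parasites exposed to compound for two days anaerobically before the ATP read; % is scaled to controls: 0 for no effect and ±100 for the full control effect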
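ATP-content bioluminescence gauges trophozoite survival. Cells (100/well) receive compound and incubate anaerobically for 48 hrs at 37 deg C; detection reagent follows for 15-30 min at room temperature.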
GALK inh = inhibitors of human galactokinase. P51570. Purified GALK, Kinase-Glo residual ATP luminescence. Potency, µM (top dose mostly 57.5 µM), for inactives: top-dose activity change, negative = inhibition, actives largely listed as inhibitors. 270,000 compounds, 0.007% hits; also: potency is read from the fitted curve at half-maximal effect; % is scaled to controls: 0 for no effect and ±100 for the full control effect
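Compounds were pin-transferred into ATP buffer (35 uM final), then GALK plus galactose (5 nM, 100 uM final) was added. After 1 h at room temperature, Kinase-Glo Plus was added and luminescence read after 10 min.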
Integrin act MD = integrin-mediated muscular dystrophy alleviation activation; alpha7betagal myoblasts, beta-gal FDG fluorescence, 48 h; Potency, µM (titrated, usually from 38.3 µM), without a hit: at the top dose activation, most hits filed as activators; 350,000 compounds, 0.064% hits;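 also: potency is read from the fitted curve at half-maximal effect; 100% = response of the positive control SU9516; nearly all actives have a fitted effect of over 60% in size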
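Alpha7betagal+/- myoblasts (passage 13) were plated 16-24 hr, then exposed to compounds (1:260 dilution of DMSO stock) for 48 hours at 37C. After MPER lysis, β-galactosidase reporter activity was read as FDG fluorescence (ex 480/em 540) after 30 minutes.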
S-ASM inh = inhibitors of human secretory acid sphingomyelinase; placental ASM, HMU-PC fluorogenic substrate, 60 min; Potency, µM (doses to about 57.5 µM), for inactives: at the highest dose activity change, negative = inhibition, most hits filed as inhibitors; 340,000 compounds, 0.006% hits; AID 504937; also: potency is read from the fitted curve at half-maximal effect
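HMU-PC0 cleavage (9 uM final) by human placental ASM, 60 min at 37 °C following 10 min compound exposure at RT; stopped at pH 10, fluorescence Ex 386/Em 447 nm.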
BCR signal inh = blocks chronic active B-cell receptor signaling | Potency, µM (doses to about 46.1 µM), inactives show at the highest dose ratio change, negative = lower green/red ratio, most hits filed as inhibitors | 340,000 compounds, 0.05% hits | ABC-DLBCL IkBa-CBG/CBR reporter, luminescence ratio, 4 h; active = well fitted inhibition curve with a large enough effect in the signal ratio, with a control signal flat, not every such curve was filed as active; inconclusive = small, poorly fitted or top-dose-only effect, or effect the other way, or a change in a side signal; the % refers to the signal ratio;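 also: potency is read from the fitted curve at half-maximal effect; plate controls were basal doxycycline-induced cells for no effect and cells given 10 µM MG132 for full effect; MG132 reads +100%, hits lower the ratio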
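Compounds up to 46 uM were incubated four hours with TMD8 cells whose green CBG68 luciferase is fused to IkappaBalpha; red CBR luminescence normalised the signal, and concentration-effect curves were fitted to fusion, red and ratio data.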
Tb PFK inh = blocks T. brucei phosphofructokinase; O15648; T. brucei PFK, ADP-Glo luminescence; 330,000 compounds, 0.17% hits; Potency, µM (doses to about 57.5 µM), for inactives: at the top dose activity, negative = inhibition, actives largely listed as inhibitors;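 also: potency is read from the fitted curve at half-maximal effect; 0% = uninhibited 1x PFK enzyme wells and -100% = no-enzyme wells; nearly all actives have a fitted effect of over 60% in size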
Target sequence (O15648 whole entry, looked up): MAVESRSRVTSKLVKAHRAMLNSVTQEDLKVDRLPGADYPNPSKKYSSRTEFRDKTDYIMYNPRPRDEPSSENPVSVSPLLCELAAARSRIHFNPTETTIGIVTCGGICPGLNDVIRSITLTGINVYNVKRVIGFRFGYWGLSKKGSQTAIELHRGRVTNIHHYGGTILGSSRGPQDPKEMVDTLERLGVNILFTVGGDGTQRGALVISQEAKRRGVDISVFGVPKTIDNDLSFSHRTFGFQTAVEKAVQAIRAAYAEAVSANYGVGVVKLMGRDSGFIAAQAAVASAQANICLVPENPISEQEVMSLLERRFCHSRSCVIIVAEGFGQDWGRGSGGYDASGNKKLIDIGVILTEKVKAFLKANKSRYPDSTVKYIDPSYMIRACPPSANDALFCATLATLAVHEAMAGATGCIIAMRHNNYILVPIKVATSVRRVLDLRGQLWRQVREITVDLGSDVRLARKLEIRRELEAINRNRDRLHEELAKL
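ADP-Glo luminescence quantified ADP after 45 min at room temperature, with 1.25 nM T. brucei PFK, 0.1 mM ATP and 0.5 mM fructose-6-phosphate in pH 8.0 TEA buffer. qHTS titrations up to 57 µM; curves classified by quality.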
Menin-MLL TR inh = inhibitors of human menin-MLL interaction, mutant MLL peptide | Menin + Texas Red MLL mutant peptide, fluorescence polarization | 270,000 compounds, 0.23% hits | AID 1768 | O00255 | Potency, µM (doses to about 61.6 µM), inactives show top-dose FP activity change, negative = inhibition, hits mostly inhibitors; active = well fitted inhibition curve with a large enough effect in the polarisation, with a control signal flat, not every such curve was filed as active; inconclusive = small, poorly fitted or top-dose-only effect, or effect the other way, or a change in a side signal; inactive = no such curve, though single readings can be large or run the other way; the % refers to the polarisation; also: potency is read from the fitted curve at half-maximal effect; % of control where 0% means no effect; many of its hits are not listed in these tables
B2AR arrestin = agonists driving beta-arrestin recruitment to human beta2-adrenergic receptor; P07550; beta-arrestin recruitment to beta2AR, cell-based reporter; Potency, µM (highest dose often 46.1 µM), inactives show at the highest dose activation, most hits filed as activators; 330,000 compounds, 0.02% hits;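 also: potency is read from the fitted curve at half-maximal effect; 0% = DMSO controls and full agonism = EC100 isoproterenol or metaproterenol; nearly all actives have a fitted effect of over 65% in size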
Target sequence (P07550 whole entry, looked up): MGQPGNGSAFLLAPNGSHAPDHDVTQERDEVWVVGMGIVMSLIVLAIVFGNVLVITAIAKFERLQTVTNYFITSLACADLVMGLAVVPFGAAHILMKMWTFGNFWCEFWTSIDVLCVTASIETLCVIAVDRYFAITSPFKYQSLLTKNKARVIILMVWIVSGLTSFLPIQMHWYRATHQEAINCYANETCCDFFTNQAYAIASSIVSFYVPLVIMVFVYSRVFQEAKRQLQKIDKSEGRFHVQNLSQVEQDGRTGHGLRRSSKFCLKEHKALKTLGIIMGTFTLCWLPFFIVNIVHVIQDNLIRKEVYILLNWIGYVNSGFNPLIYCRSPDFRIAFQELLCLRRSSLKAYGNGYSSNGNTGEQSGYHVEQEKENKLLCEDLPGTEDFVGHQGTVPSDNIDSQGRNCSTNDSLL
PKM2 activator = increases activity of human pyruvate kinase M2; P14618; purified PKM2, Kinase-Glo ATP luminescence, activation; response scale: 0% is enzyme alone, no compound; Potency, µM (top dose mostly 57.5 µM), for inactives: at the top dose activation, usual class: activators; 260,000 compounds, 0.34% hits; also: potency is read from the fitted curve at half-maximal effect; % is scaled to controls: 0 for no effect and ±100 for the full control effect; nearly all actives have a fitted effect of over 55% in size
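Purified hPK-M2 (>95%) run at intermediate activity with 0.1 mM ADP and 0.5 mM PEP in 50 mM imidazole pH 7.2, KCl, MgCl2; 1 h room temperature. ATP formed read by Kinase-Glo luminescence; normalized to uninhibited and no-enzyme controls.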
TSG101-PTAP inh = blocks PTAP/TSG101 interaction to inhibit HIV-1 budding; AID 493005; Potency, µM (doses to about 115 µM), for inactives: at the top dose activity change, negative = inhibition, usual class: inhibitors; Q99816; 340,000 tested, under 10 active; Fluorescence polarization, FITC-PTAP peptide / Tsg101 binding; active = well fitted inhibition curve with a large enough effect in the main read-out, with a control signal flat, not every such curve was filed as active; inconclusive = small, poorly fitted or top-dose-only effect, or effect the other way, or a change in a side signal; inactive = no such curve, though single readings can be large or run the other way; also: potency is read from the fitted curve at half-maximal effect; % of control where 0% means no effect
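Compounds were pin-transferred onto Tsg101 binding domain (10 uM final) in HEPES pH 7.5 buffer, then FITC-PTAP peptide was added at 50 nM final. After 20 min at RT, polarization reported peptide displacement across a qHTS concentration series.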
* hit, by the source's call; ? = inconclusive; / = not tested or not shown; [ ] = remark or other dose. Unless noted, calls follow the shape of the dose curve; as a rule, active = well fitted curve in the direction sought with a large enough effect; inconclusive = small, poorly fitted or top-dose-only effect, or another doubt; inactive = no such curve, though single readings can be large; an effect the other way counts as inactive or inconclusive. Only part of the results is shown (hit frequency here may not be typical).

smiles	GALK inh	Tb PFK inh	Integrin act MD	Giardia kill	BCR signal inh	Coupling enz	PKM2 activator	TSG101-PTAP inh	Menin-MLL TR inh	S-ASM inh	B2AR arrestin
Cc1cc(Cl)ccc1N1C(=O)CC(NNC(=O)c2cccnc2)C1=O (centres undefined)	2%	0%	3%	19	-3%	0	2%	-6%	5%	-1%	-1.8%
O=C(N/N=C/c1cccc([N+](=O)[O-])c1)c1ccncc1	-5%	2%	-23%	9	3%	-11	0%	-5%	/	1%	-0.8%
COc1cccc(C2=NOC(C(=O)N3CCN(c4ccccc4)CC3)C2)c1OC (centres undefined)	0%	-5%	23%	-12	-1%	-2	7%	-3%	1%	-2%	-0.6%
CC(c1ccon1)N(C)Cc1cn(Cc2ccccc2)nc1-c1ccc2c(c1)OCO2 (centres undefined)	2%	-4%	11%	5	?	-4	-9%	0%	28%	0%	-0.5%
COc1ccc(CCNC(=O)c2ccccc2NC(=O)C2=C(C)OCCS2)c(OC)c1	2%	-3%	9%	-21	0%	-4	/	-10%	28%	6%	-0.5%
CC(C)N(CCCNC(=O)C1CCN(C(=O)c2cc3sccc3n2C)CC1)Cc1ccccc1	1%	-4%	-25%	25	0%	/	/	-5%	/	2%	0.2%
COc1ccc(C(=O)Nc2ccc(S(=O)(=O)Nc3cc(C)nc(C)n3)cc2)cc1OC	2%	3%	11%	5	9%	6	39%	-4%	-15%	4%	-0.8%
Cc1sc2ncnc(N3CCN(S(=O)(=O)c4ccccc4)CC3)c2c1C	/	-9%	-3%	6	2%	/	/	-6%	/	-5%	0.0%
O=C(NCc1ccccn1)C(F)(F)C(F)(F)C(=O)NCc1ccccn1	-1%	16%	12%	2	6%	2	-7%	-7%	4%	2%	-0.1%
COc1ccccc1N1CCN(S(=O)(=O)c2cn(C)cn2)CC1	9%	-8%	?	21	0%	0	1%	-5%	4%	0%	0.4%
CCCN1CCN(C(=S)NCc2ccc(Cl)cc2)CC1	0%	-11%	-14%	-1	-15%	5	-8%	-2%	0%	5%	-0.7%
O=C1C(Cc2cccc([N+](=O)[O-])c2)SC(=Nc2ccccc2)N1c1ccccc1 (centres undefined)	-3%	11%	-17%	12	0%	-1	-3%	4%	12%	-7%	-0.8%
CC(C)CCNC1c2ccccc2C(=O)N1Cc1ccccc1 (centres undefined)	0%	2%	22%	17	0%	-2	4%	-10%	-13%	3%	-0.3%
O=C(Nc1cccc(S(=O)(=O)N2CCOCC2)c1)c1ccc(N2CCCC2=O)cc1	/	-4%	?	-6	?	/	/	-8%	/	-1%	-0.1%
Cc1cc(C(=O)NC2CCCc3c2cnn3-c2cccc(C)c2C)c(C)o1 (centres undefined)	-6%	1%	-5%	-14	?	/	22%	2%	/	3%	-1.3%
CCN(C[C@H]1N[C@@](CC)(C(=O)OC)[C@H]2C(=O)N(Cc3ccccc3)C(=O)[C@@H]12)S(=O)(=O)c1ccc(C(C)(C)C)cc1	/	11%	-3%	-6	0%	/	/	-1%	/	0%	-0.7%
CC(NS(=O)(=O)CCNC(=O)c1ccccc1)c1ccccc1 (centres undefined)	/	-2%	-11%	-4	-20%	/	/	2%	/	2%	0.0%
CCc1ccc(N2CC(C(=O)Nc3ccc(S(=O)(=O)Nc4ncccn4)cc3)CC2=O)cc1 (centres undefined)	17%	1%	6%	-16	-5%	3	0%	-4%	23%	-20%	-0.7%
CC(C)OCCCNC1=C(Cl)C(=O)c2ccccc2C1=O	5%	0%	-27%	-9	?	-10	-20%	-8%	/	-9%	0.3%
c1ccc(OCc2cc(-c3ccccc3)no2)cc1	5%	-4%	8%	-13	?	-1	-1%	-2%	5%	4%	-0.7%
Cc1ccc(C2C(C#N)=C(N)Oc3n[nH]c(-c4cccnc4)c32)o1 (centres undefined)	2%	19%	?	14	?	-1	-3%	0%	9%	2%	-0.1%
O=C(NCc1cccnc1)c1ccc([N+](=O)[O-])cc1	7%	-3%	-18%	19	1%	1	-1%	1%	9%	1%	-0.7%
Cc1cc(C(F)(F)F)nc(SCC(=O)Nc2nccs2)n1	4%	-8%	6%	1	2%	-5	9%	0%	?	3%	-0.2%
CNC(=O)Nc1ccccc1F	1%	-3%	16%	26	7%	3	-3%	-9%	0%	2%	0.1%
CCC(CC)C1C(C#N)=C(N)Oc2n[nH]c(-c3ccccc3)c21 (centres undefined)	0%	-3%	-26%	-9	?	-1	-8%	-12%	/	-2%	-1.0%
Cc1ccc2c(c1)C(c1ccccc1)C(=O)O2 (centres undefined)	-1%	-1%	1%	-25	2%	3	26%	-4%	/	6%	-0.7%
CCOc1ccc(-c2nc(-c3ccncc3)no2)cc1OCC	0%	-4%	-19%	-3	5%	0	-9%	-5%	-6%	0%	0.0%
COc1ccc(CSCC(=O)N/N=C/c2ccc(OCC(=O)NCc3ccco3)cc2)cc1	0%	-2%	-22%	1	3%	3	-1%	-1%	-1%	0%	-0.3%
CC(O)Cc1cn([C@@H](CCCCN)C(=O)N2CCNCC2)nn1 (some centres undefined)	-2%	1%	0%	0	2%	4	0%	-4%	-4%	3%	-0.5%
O=C(CN1C(=O)COc2ccc(S(=O)(=O)N3CCCC3)cc21)Nc1cccc(F)c1	4%	1%	8%	?	-7%	-3	/	0%	24%	3%	-1.0%
CC(=O)NC1=NN(C(C)=O)C(C)(c2ccc(C)o2)S1 (centres undefined)	1%	-6%	-20%	10	5%	0	0%	0%	29%	2%	0.3%
COc1ccccc1NC(=S)N1CCC(NC(=O)c2ccco2)CC1	1%	0%	8%	6	8%	3	1%	1%	-7%	0%	-0.3%
Cc1cccc(C(=O)NCC(=O)OCC(=O)c2ccc(C)s2)c1	/	5%	?	-2	6%	/	/	0%	/	1%	-0.8%
CC1(CCC(=O)N2CCCC(N3CCN(c4ccc(F)cc4)CC3)C2)CC1 (centres undefined)	-9%	1%	-32%	-18	?	/	0%	0%	/	1%	-0.9%
Cc1cc(S(=O)(=O)Nc2ccc3cn[nH]c3c2)c(C)cc1Cl	-3%	0%	-2%	0	?	-8	8%	0%	?	-3%	0.3%
COC(=O)c1c(NC(=O)C2CC(C)=C(C)CC2C(=O)O)sc2c1CCCCC2 (centres undefined)	-7%	-3%	44%	-7	18%	/	/	-4%	/	-9%	0.1%
O=C(Nc1cc(Cl)cc(Cl)c1)C(c1ccccc1)N1CCCCC1 (centres undefined)	0%	-1%	28%	-2	1%	0	-2%	0%	-4%	3%	-0.4%
Cc1cc(NC(=O)c2ccc3c(c2)C(=O)N(c2cccc(C)c2C)C3=O)no1	-4%	-9%	2%	-8	-3%	2	-9%	/	1%	-2%	0.1%
CC(C)(C)C(=O)Nc1nnc(SCC(=O)Nc2nccs2)s1	4%	1%	15%	1	0%	-1	-9%	/	-3%	-3%	0.3%
CCC1(C)N=c2c(c(=O)n(C)c(=O)n2C)=NO1 (centres undefined)	1%	-8%	-4%	1	-13%	0	-6%	-4%	0%	1%	0.1%
CCc1ccc(N2CC(C)Cn3c2nc2c3c(=O)n(CCN3CCOCC3)c(=O)n2C)cc1 (centres undefined)	0%	-1%	-25%	30[activator]	7%	-4	-3%	-6%	-21%	-4%	-0.4%
COc1ccc(-c2[nH]ncc2CN(C)Cc2cccnc2)c(OC)c1	1%	-3%	2%	-23	-3%	5	-1%	-4%	-2%	7%	-0.8%
CCN(CC(=O)Nc1c(F)cccc1F)C(=O)c1cc(S(=O)(=O)N(C)C)ccc1N1CCCC1	/	-5%	7%	-5	1%	/	/	0%	/	0%	-0.1%
CN(NC(=O)c1ccccc1)c1ncc(C(F)(F)F)cc1Cl	/	0%	8%	3	5%	0	-5%	-1%	/	1%	-0.6%
Cc1cc(F)ccc1S(=O)(=O)Nc1ccccc1C(=O)NCc1cccnc1	1%	-6%	-29%	1	3%	0	-41%	1%	?	-3%	-0.2%
COc1ccc(S(=O)(=O)N2CCCCCC2)cc1C(=O)NCc1ccco1	/	-7%	7%	-8	7%	/	/	-9%	/	4%	-0.4%
CCOc1ccc(NC(=O)CC(c2ccccc2)c2ccc(F)cc2)cc1 (centres undefined)	-2%	1%	35%	11	0%	-4	-3%	0%	5%	-1%	-1.3%
